High-throughput results from PubChem BioAssay.
AID2073 = inhibitors of Mint1-CaV2.2 protein interaction, biochemical, HTRF (AID 2073) | Voltage-dependent N-type calcium channel subunit alpha-1B (Homo sapiens) | HTRF protein-protein interaction, Mint1-CaV2.2; higher % means a stronger effect | inhibition, % at 20 µM; hits with a dose series show IC50 in µM | actives 0.19% (n = 290,000); in the data active = inhibition mostly above about 51%, no sharp cut-off; inconclusive = no clear call, values can overlap the other calls; inactive = mostly below about 53%; also: some results filed as inactive read as strong as hits
Myeloid diff MLP = induction of myeloid progenitor differentiation, primary screen, cell-based, flow cytometry, MLPCN library; calls only at 10 µM; AID 624256, 2012; actives 1% (n = 360,000); ER-HoxA9 myeloid progenitors, lysozyme-GFP differentiation;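 active = normalized GFP-positive differentiation at or above the plate's own cutoff, the solvent-only control mean plus 3 SD; inconclusive = no clear call, values can overlap the other calls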;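 also: cells exposed to compound for four days before flow analysis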
NOD2 inhibition = NOD2 signaling inhibitors, cell-based, luminescence, uHTS, HEK293 (AID 1566); HEK293 NOD2/NF-kB luciferase reporter, luminescence; higher % means a stronger effect; inhibition, % at 4 µM; hits with a dose series show EC50 in µM; actives 0.63% (n = 290,000); also: many of its hits are not listed in these tables
LYP inhibition = inhibitors of LYP phosphatase, biochemical, fluorescence intensity, uHTS (AID 1779) | Tyrosine-protein phosphatase non-receptor type 22 (Homo sapiens) | actives 0.054% (n = 290,000) | inhibition, % at 11.5 µM, or IC50 in µM where a hit was titrated | recombinant LYP phosphatase, fluorescence intensity; higher % means a stronger effect;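 also: plate controls were vehicle with enzyme for no effect and no enzyme for full effect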
Siah-1 displacement = Siah-1 peptide-binding antagonists, primary screen, biochemical, fluorescence polarization, rhodamine-plectin, uHTS (AID 1817); one-dose displacement, % at 20 µM; IC50 in µM for titrated hits; actives 0.02% (n = 290,000); Siah-1 / rhodamine-plectin peptide fluorescence polarization; higher % means a stronger effect;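 active = displacement of at least 50% at 20 µM, with a fluorescence ratio check between 0.3 and a set limit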;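 also: plate controls were Siah plus tracer with DMSO for no effect and tracer alone without Siah for full effect; strong numbers were not always called active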
Hep lipid drop = inhibitors of hepatocyte lipid droplet formation, primary screen, imaging, high-throughput imaging, BODIPY stain; AML12 mouse hepatocytes, oleate lipid droplets; inhibition, % at 6.5 µM; actives 0.4% (n = 240,000);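 active = lipid droplet intensity inhibited by at least 50%, with more than 500 cells counted; inconclusive = wells with under 300 cells, treated as cytotoxic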
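Technique: fluorescence imaging, 20x objective, two fields per well / Assay system: AML12 hepatocytes (mouse) / Measure: % inhibition of lipid droplet signal / Doses: 6.5 µM single-point dosing / Incubation: overnight exposure / Reagent: 100 µM oleic acid challenge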
Dengue-2 NS5 capping = Dengue-2 NS5 methyltransferase inhibitors, primary screen, biochemical, confirmation dose response (AID 588689). actives 0.3% (n = 340,000). inhibition, % at 25 µM, or IC50 in µM where a hit was titrated. Genome polyprotein (Dengue virus type 2 (strain 16681-PDK53)). Dengue-2 NS5 methyltransferase capping enzyme assay, biochemical; higher % means a stronger effect; in the data active = a potency from the dose series; inconclusive = inhibition above about 29% without an active follow-up result
HIV peptide binding = inhibitors of HIV fusion peptide binding, primary screen, biochemical, uHTS, fluorescence dequenching (AID 1986) | cell-free peptide binding, fluorescence dequenching, 30 min; higher % means a stronger effect | actives 0.3% (n = 290,000) | inhibition, % at 20 µM; hits with a dose series show IC50 in µM; in the data active = inhibition mostly above about 52%, no sharp cut-off; inactive = mostly below about 76%; also: some results filed as inactive read as strong as hits
XIAP antagonists = XIAP antagonists, biochemical, IAP family, fluorescence polarization (AID 1018); E3 ubiquitin-protein ligase XIAP (Homo sapiens); XIAP BIR domain, fluorescence polarization peptide displacement; higher % means a stronger effect; displacement, % at 20 µM; hits with a dose series show IC50 in µM; actives 0.007% (n = 200,000); in the data active = displacement above about 50%; also: a part of the inactive calls stands beside numbers as strong as those of hits
Hep lipid drop cells 6.5 µM = recorded beside Hep lipid drop, whose call it bears; cell count; measured here: cell count, cytotoxicity flag;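 cells counted across two imaged fields per well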
Dengue-2 NS5 capping pilot replicate = second read-out of Dengue-2 NS5 capping, no call of its own (marks repeat the call); inhibition, %; measured here: pilot screen replicate inhibition
Myeloid diff MLP GFP+ MAC1+ % = second read-out of Myeloid diff MLP, no call of its own (marks repeat the call); GFP+ MAC1+ double positive, %; measured here: differentiation confirmed by MAC1 staining
The depositor's hits bear a star; i = inactive; ? = inconclusive; nt = not tested or not shown; + = active, no number. Rule as the data show it, unless noted: active = inhibition above about 50%; inactive = the rest. This is a subset; rates above refer to the full screens.

SMILES	AID2073	Myeloid diff MLP	Myeloid diff MLP GFP+ MAC1+ %	NOD2 inhibition	LYP inhibition	Siah-1 displacement	Hep lipid drop	Hep lipid drop cells 6.5 µM	Dengue-2 NS5 capping	HIV peptide binding	XIAP antagonists	others
COCC(=O)c1[nH]c2ccccc2c1C	3%	i	0.9	11%	0%	-2%	nt	nt	2%	0.0%	1.1%
Cn1ccnc1C(=O)c1ccc(N)cc1	0%	i	1.8	4%	-8%	2%	-3	724	-3%	-1.5%	nt
CCCC(CCC)C(=O)Nc1cccc(C(=O)O)c1	4%	i	5.3	21%	-8%	2%	-25	770	-3%	-0.9%	-5.9%
CCO[C@H]1OC(C(=O)NCc2ccccc2)=C[C@@H](C2CC2)[C@@H]1CCCO	3%	i	1.7	-14%	-6%	-1%	-12	749	-6%	0.3%	2.7%
Cc1ccc(NC(=O)CC(NCCN2CCOCC2)C(=O)O)cc1Cl (centres undefined)	1%	i	0.9	18%	-10%	5%	nt	nt	-3%	3.0%	-2.6%
COc1ccc(-c2sc3ccccc3c2C#CCO)cc1	10%	i	1.0	36%	3%	0%	nt	nt	-16%	5.1%	nt
CCOC(=O)C1CCN(C(=O)Nc2ccc(C)c(Cl)c2)CC1	-8%	i	0.4	-14%	-3%	8%	-5	757	0%	-0.8%	nt
CC(C)C(=O)NC(=S)Nc1nnn(C)n1	-18%	i	0.3	-3%	-5%	3%	-4	640	-7%	2.3%	-6.6%
COc1cccc(-c2nc(CS(=O)(=O)CC(=O)NCCCN3CCOCC3)c(C)o2)c1	13%	i	0.1	-2%	-11%	2%	15	777	2%	-2.8%	nt
Cc1ccc(C23CC4CC(CC(C(=O)NC(C)C(N)=O)(C4)C2)C3)cc1 (centres undefined)	-5%	?	nt	-1%	-3%	4%	-6	716	-5%	1.1%	nt
CCOc1ccccc1-n1c(SCC(=O)N(CC)CC)nnc1-c1ccccn1	-7%	i	0.6	-1%	-6%	2%	nt	nt	-2%	0.8%	-7.6%
Cc1cc(C)cc(NC(=O)OCCN2CCN(Cc3ccccc3)CCC2=O)c1	-1%	i	1.2	-14%	-3%	-5%	-13	685	-8%	-1.4%	-4.9%

Reprinted at random: 7 records from the list
SMILES	AID2073	Myeloid diff MLP	Myeloid diff MLP GFP+ MAC1+ %	NOD2 inhibition	LYP inhibition	Siah-1 displacement	Hep lipid drop	Hep lipid drop cells 6.5 µM	Dengue-2 NS5 capping	HIV peptide binding	XIAP antagonists	others
CCCC(CCC)C(=O)Nc1cccc(C(=O)O)c1	4%	i	5.3	21%	-8%	2%	-25	770	-3%	-0.9%	-5.9%
COCC(=O)c1[nH]c2ccccc2c1C	3%	i	0.9	11%	0%	-2%	nt	nt	2%	0.0%	1.1%
CCO[C@H]1OC(C(=O)NCc2ccccc2)=C[C@@H](C2CC2)[C@@H]1CCCO	3%	i	1.7	-14%	-6%	-1%	-12	749	-6%	0.3%	2.7%
CCOc1ccccc1-n1c(SCC(=O)N(CC)CC)nnc1-c1ccccn1	-7%	i	0.6	-1%	-6%	2%	nt	nt	-2%	0.8%	-7.6%
CCOC(=O)C1CCN(C(=O)Nc2ccc(C)c(Cl)c2)CC1	-8%	i	0.4	-14%	-3%	8%	-5	757	0%	-0.8%	nt
Cc1cc(C)cc(NC(=O)OCCN2CCN(Cc3ccccc3)CCC2=O)c1	-1%	i	1.2	-14%	-3%	-5%	-13	685	-8%	-1.4%	-4.9%
COc1ccc(-c2sc3ccccc3c2C#CCO)cc1	10%	i	1.0	36%	3%	0%	nt	nt	-16%	5.1%	nt

Later entries
SMILES	AID2073	Myeloid diff MLP	Myeloid diff MLP GFP+ MAC1+ %	NOD2 inhibition	LYP inhibition	Siah-1 displacement	Hep lipid drop	Hep lipid drop cells 6.5 µM	Dengue-2 NS5 capping	HIV peptide binding	XIAP antagonists	others
O=C(NCc1ccccc1Cl)C1CCC(=O)N(C2CCCC2)C1 (centres undefined)	6%	i	0.4	6%	-8%	4%	-1	726	-4%	1.2%	nt
COCCN(CC(=O)NCC1CCCO1)C(=O)CCC(=O)Nc1cc(C)ccn1 (centres undefined)	5%	i	1.3	9%	-9%	1%	-4	735	-5%	0.2%	-9.2%
COc1ccc(C(NC(=O)C(C)C)c2c(O)ccc3ccccc23)cc1OC (centres undefined)	-2%	i	5.2	7%	-6%	4%	-7	668	0%	-0.1%	-5.8%
CSCCC(NS(=O)(=O)c1ccc(Cl)cc1)C(=O)OCC(=O)NC1CCCCC1 (centres undefined)	8%	i	0.1	19%	3%	0%	12	796	6%	2.2%	-7.4%
Cc1cc(C)cc(OCC(=O)OCC(=O)NCc2ccco2)c1	2%	i	0.2	-6%	-6%	2%	1	810	-5%	-3.6%	2.7%
Cc1cc(C(=O)NC(C)c2ccncc2)cs1 (centres undefined)	0%	i	1.2	8%	-5%	2%	6	642	-5%	0.4%	-2.2%
COc1ccc(C2=NN(CC(=O)Nc3cc(C)ccc3C)C(=O)CC2)cc1	6%	i	1.2	16%	-1%	-2%	21	719	-7%	1.1%	nt
O=P(O)(O)c1cc(-c2ccccc2)oc1-c1ccccc1	7%	i	0.5	12%	-6%	3%	9	721	4%	11%	nt
CCn1cc(C(=O)NCc2ccc(C)cc2)c(=O)c2cc(S(=O)(=O)N(C)C)ccc21	6%	i	1.1	2%	0%	-2%	30	835	-5%	-0.2%	nt
Cn1c(-c2ccccc2)c[n+]2c1CCCCC2	11%	i	1.4	18%	0%	6%	-7	624	-1%	-0.4%	-1.3%
COc1ccc(N2CCN(C(=O)c3cc(=O)c4cc(C)cc(C)c4o3)CC2)cc1	0%	i	0.3	25%	-6%	0%	11	795	-1%	-2.8%	nt
CCOc1ccc(S(=O)(=O)Nc2cccc(C)c2)c2cccnc12	-2%	i	0.3	10%	0%	3%	-3	667	8%	1.1%	-8.6%
O=C(CSc1nc2ccccc2c(=O)n1-c1ccccc1)N1CCN(CCO)CC1	1%	i	0.6	10%	-5%	1%	nt	nt	-5%	0.9%	-4.4%
Cc1ccc(-n2c(O)c(C=Nc3ccccc3-c3n[nH]c(=S)[nH]c3=O)c3ccccc3c2=O)cc1C	22%	i	1.0	37%	10%	6%	-19	679	31µM*	53%	2.1%
CCN(CC)S(=O)(=O)c1ccc(NC(=O)COc2nc3ccccc3nc2N2CCOCC2)cc1	5%	i	0.2	13%	0%	5%	-2	618	-4%	0.6%	-0.1%
CCCCN(C(=O)c1cccc(S(=O)(=O)N2CC(C)OC(C)C2)c1)c1c(N)n(CC(C)C)c(=O)[nH]c1=O (centres undefined)	0%	i	1.9	-11%	-10%	13%	-9	779	-3%	0.7%	nt
CCOC(=O)c1sc(NC(=O)CSc2n[nH]c(CC)n2)nc1C	2%	i	0.5	6%	-6%	11%	4	757	-4%	-0.9%	-0.4%
O=C(CN1C(=O)c2cccc3cccc(c23)C1=O)NCCN1CCOCC1	0%	i	0.9	19%	-3%	18%	22	785	-2%	4.7%	-0.4%
COCCn1nnnc1CN1CCC(NC(=O)Nc2cccc(OC)c2)CC1	-1%	i	0.8	6%	-9%	-3%	nt	nt	-3%	0.2%	0.1%	Dengue-2 NS5 capping pilot replicate=-3.9
Clc1cccc(-c2ccc(CNCCCN3CCOCC3)o2)c1	10%	i	0.1	-3%	-16%	-1%	5	710	0%	0.7%	-1.2%
O=c1c2cnn(-c3ccccc3)c2nnn1Cc1ccccn1	3%	i	0.5	-8%	0%	-3%	-5	711	-8%	0.7%	-1.1%
CSc1ccc(/C=C(/NC(=O)c2ccccc2)C(=O)N2CCN(C)CC2)cc1	-13%	i	0.2	6%	6%	-2%	-4	713	-13%	0.8%	-1.8%
O=C(NCc1ccccc1)c1c(O)c2cccc3c2n(c1=O)CCC3	40%	i	0.7	21%	-4%	-2%	nt	nt	-3%	-0.4%	4.5%
Cc1ccc(OCC(=O)O/N=C(\N)c2ccncc2)cc1C	1%	nt	nt	-6%	-1%	8%	8	744	-5%	-1.3%	nt

By substructure: the compounds so far containing a COOH group
SMILES	AID2073	Myeloid diff MLP	Myeloid diff MLP GFP+ MAC1+ %	NOD2 inhibition	LYP inhibition	Siah-1 displacement	Hep lipid drop	Hep lipid drop cells 6.5 µM	Dengue-2 NS5 capping	HIV peptide binding	XIAP antagonists	others
CCCC(CCC)C(=O)Nc1cccc(C(=O)O)c1	4%	i	5.3	21%	-8%	2%	-25	770	-3%	-0.9%	-5.9%
Cc1ccc(NC(=O)CC(NCCN2CCOCC2)C(=O)O)cc1Cl (centres undefined)	1%	i	0.9	18%	-10%	5%	nt	nt	-3%	3.0%	-2.6%

(continued)
SMILES	AID2073	Myeloid diff MLP	Myeloid diff MLP GFP+ MAC1+ %	NOD2 inhibition	LYP inhibition	Siah-1 displacement	Hep lipid drop	Hep lipid drop cells 6.5 µM	Dengue-2 NS5 capping	HIV peptide binding	XIAP antagonists	others
COc1cc(OC)c(OC)cc1/C=C(\C#N)C(=O)NCc1cccs1	1%	i	2.5	-13%	2%	4%	-4	875	-4%	-1.6%	nt
Cc1cc(N2CCCC(C(=O)Nc3cccc(Cl)c3)C2)n2ncnc2n1 (centres undefined)	-6%	i	0.2	5%	-6%	0%	12	663	-1%	-1.1%	-3.7%
CSC(=NS(=O)(=O)c1ccc(C)cc1)SC	12%	i	0.3	18%	-3%	2%	nt	nt	-10%	1.8%	-2.4%
Cc1nc2c(oc3ccccc32)c(=O)o1	7%	+	3.3*	-29%	-15%	-3%	nt	nt	-9%	-2.0%	-5.6%	Dengue-2 NS5 capping pilot replicate=-7.0
COc1ccc(CC2(C)OC(c3ccc([N+](=O)[O-])cc3)=NN2C(C)=O)cc1 (centres undefined)	15%	i	0.7	13%	1%	3%	-18	726	-12%	-0.7%	nt
Cc1cccc(NC(=O)Nc2ccc(C#N)cc2)n1	-5%	?	nt	-97%	2%	2%	-4	672	-7%	-1.5%	-4.6%
